Assay outcomes from PubChem BioAssay.
S3 lipid droplet = qHTS Assay for Lipid Storage Modulators in Drosophila S3 Cells. Drosophila S3 cells, BODIPY lipid droplet fluorescence, 18-24 h; cells fed with added oleic acid. lipid storage change, negative = inhibition, % at the top dose, mostly 46.1 µM; hits show Potency in µM. 320,000 compounds, 0.64% hits; active means well fitted inhibition curve with a large enough effect in the signal ratio, with a control signal flat, not every such curve was filed as active; inconclusive means small, poorly fitted or top-dose-only effect, or effect the other way, or a change in a side signal; the % refers to the signal ratio
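Drosophila S3 cells got compounds at several concentrations plus oleic acid (400 uM solution). Laser-scanning cytometry with 488 nm excitation read lipid droplets at 500-530 nm and cells at 575-640 nm. Percent activity was relative to 20 uM Triacsin C.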
S3 lipid droplet cell count max = also measured in S3 lipid droplet; calls as there; cell number change, %; measured here: cell count max response;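 cells counted by Cell Tracker Red CMTPX staining in the red channel; peak over a dose series mostly up to 46.1 µM; percent activity relative to internal control wells on each plate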
Starred values were filed as active, the others as inactive; i = inactive; u = inconclusive; x = no result given. On the % scale 0 is the no-effect control and ±100 the full control effect; potency means the concentration at half of the fitted maximal effect. Not all compounds are listed. The share of hits here may be higher or lower than overall.

SMILES	S3 lipid droplet	S3 lipid droplet cell count max
O=C(CSc1nnnn1-c1cccc(C(=O)O)c1)NC(c1ccccc1)c1ccccc1	u	x
C1=C(CCNCC2CCCCC2)CCCC1	i	-9
COC(=O)C1=C(C)NC(=S)NC1/C=C/c1ccccc1 (centres undefined)	u	x
CCNC(=S)Nc1ccc(-c2nc3ccccc3[nH]2)cc1	-1%	9
CC(C)Oc1ccc(C(=O)Nc2ncn[nH]2)cc1	-5%	6
O=C1N(c2ccccc2)CCN1c1ccccc1	u	x
Cc1ccc(S(=O)(=O)N2CCOCC2)cc1NC(=O)COC(=O)c1cnccn1	u	x
O=C(CSc1ccccc1)NCc1ccc(F)cc1	i	-3
CCOc1ccc(S(=O)(=O)NC2CCCCCC2)cc1	6%	1
O=C(NC(=O)c1cc(OCC(F)(F)F)ccc1OCC(F)(F)F)Nc1ccccc1	u	x
O=C(NNC(=S)Nc1ccccc1)c1ccc2ncccc2c1	i	x
O=C(NC(=S)NCC1CCCO1)c1ccc([N+](=O)[O-])cc1 (centres undefined)	u	x

New compounds follow:
SMILES	S3 lipid droplet	S3 lipid droplet cell count max
O=C(NCCc1ccccc1)c1ccc(OCCOc2ccccc2)cc1	-4%	17
CN(C)CCNc1oc(-c2cccc(Cl)c2)nc1C#N	6%	x
O=S(=O)(NCCc1csc(-c2cccnc2)n1)c1cccc(F)c1	u	x
Cc1ccc2[nH]c(=O)c(C(c3nnnn3C3CCCC3)N(Cc3cccnc3)Cc3ccco3)cc2c1 (centres undefined)	u	x
Cc1occc1-c1nnc(SCC(=O)Nc2ccccc2)n1Cc1ccccc1	u	x
CCOC(=O)C1CCN(S(=O)(=O)c2cc(C(=O)N3CCCCC3)ccc2OC)CC1	16%	-9
CC(=O)N1CCN(c2ccc(OC[C@H]3CO[C@](Cn4ccnc4)(c4ccc(Cl)cc4Cl)O3)cc2)CC1	u	-17
CC1(C)CC(NC(=O)c2coc(=O)c(Br)c2)CC(C)(C)N1	-14%	-12
CN1C(=O)C(C)(C)c2cc(S(=O)(=O)N3CCN(c4ccc(F)cc4)CC3)ccc21	i	-23
Cc1ccccc1C(=O)NNC(=O)C1CC(=O)N(c2ccc3c(c2)OCCO3)C1 (centres undefined)	u	x
Cc1ccc(-c2nc3n(n2)Cc2ccccc2-3)cc1	-10%	-21
O=C(c1cc2ccccc2oc1=O)N1CCN(CCc2ccccc2)CC1	18%	15

The list goes on.
SMILES	S3 lipid droplet	S3 lipid droplet cell count max
CC(C)(C)NC(=O)CSc1nnc(-c2ccco2)n1Cc1ccco1	u	x
COc1ccc(NC(=O)CCC(=O)N/N=C/c2cn(C)nc2C)cc1	23%	10
CC(C)(C)NC(=O)NCc1cccnc1	-4%	13
CCCCCCN1CC(=O)N2[C@@H](Cc3c([nH]c4ccccc34)C2(C)C)C1=O	u	x
CCCCN(CC)CCNC(=O)Cn1cc2c(n1)-c1c(oc(C(=O)N3CCCC3)c1C)CC2	u	x
Clc1ccc(CSc2nnc(-c3cccnc3)o2)cc1	18%	-3
C/C(=N/NC(=O)c1cc(Cl)ccc1O)C12CC3CC(CC(C3)C1)C2	u	x
CC(C)N1CCC(=NNC(=O)c2cccs2)CC1	-6%	10
COc1cc(C=O)ccc1OCC(=O)Nc1cccc(S(=O)(=O)N(C)c2ccccc2)c1	i	x
CC(C)Cn1c(N)c(C(=O)COC(=O)/C=C/c2cccs2)c(=O)n(C)c1=O	u	x
CCCCn1cnc2c1c(=O)[nH]c(=O)n2CCCC	u	x
COc1ccccc1NC(=O)c1cc[n+](C)cc1	u	x

New compounds follow
SMILES	S3 lipid droplet	S3 lipid droplet cell count max
O=C(CN(C(=O)c1csnn1)c1cccc(C(F)(F)F)c1)NCc1ccc(F)cc1	u	x
COc1cc(OC)cc(C(=O)N[C@H](C(=O)Nc2nc3ccccc3[nH]2)C(C)C)c1	u	x
Cc1ccc(OC(C)C(=O)N2CC(=O)Nc3ccccc32)cc1 (centres undefined)	u	x
COc1cc(/C=C(/C#N)c2ccc(C)cc2)ccc1Oc1ccc([N+](=O)[O-])cn1	u	x
O=C(Nc1ccc(-c2nc3ccccc3c(=O)o2)cc1)c1ccco1	3%	-1
Cc1cccc2cc3c(N)c(C(=O)N4CCc5ccccc54)sc3nc12	u	x
N#CCCn1cc(/C=N/O)c(-c2ccc(F)cc2)n1	0%	6
CN1CCN(c2ccc(NC(=O)COc3ccc(Cl)cc3Cl)cc2)CC1	u	x
CCOC(=O)C(C)(C)N(Cc1ccc(C)cc1)S(=O)(=O)c1ccc(Cl)c([N+](=O)[O-])c1	i	-25
Cc1nn(C)c(C)c1/C=C/C(=O)c1ccccc1	u	x
COc1ccc(NC(=O)COc2ccccc2)cc1NC(=O)c1ccco1	-9%	-2
Cc1nn2c(c1-c1ccc(Cl)cc1)N=C(c1ccco1)CC2c1ccccc1 (centres undefined)	-8%	-3

(more compounds)
SMILES	S3 lipid droplet	S3 lipid droplet cell count max
O=C(NCc1cccnc1)C(=O)NCC(c1ccco1)N1CCN(c2ccc(F)cc2)CC1 (centres undefined)	0%	2
CC(=O)Nc1c(I)c(C(=O)N[C@H]2C(O)O[C@H](CO)[C@@H](O)[C@@H]2O)c(I)c(N(C)C(C)=O)c1I (some centres undefined)	u	x
CCCC(=O)Nc1nnc(SCC(=O)N2CCN(c3ccccc3)CC2)s1	-7%	-7
CCc1ccccc1NC(=O)N1CCc2ccccc2C1	u	x
CCOCCCN(C(=O)c1snc(C(N)=O)c1N)C(C(=O)NC1CCCC1)c1ccc(OC)cc1 (centres undefined)	i	5
COc1ccc(-n2nc(C(=O)N3CCN(Cc4ccc5c(c4)OCO5)CC3)c3ccccc3c2=O)cc1	u	x
Cc1ccc(NS(=O)(=O)c2cc(C(=O)N3CCN(C)CC3)ccc2C)cc1C	i	x
O=C(COc1ccc2ccccc2c1)N1CCN(C(=O)c2cccs2)CC1	0%	-1
O=C(NNc1ncnc2c1cnn2-c1ccccc1)c1ccco1	-2%	1
S=C(NCCc1c[nH]c2ccccc12)NC1CCCCC1	-9%	-5
CCN(CC(=O)NC(C)(C)C)C(=O)COc1c(Cl)cc(Cl)c2ccc(C)nc12	u	x
Cc1nc(N)[nH]c(=O)c1Oc1cccc(C(F)(F)F)c1	u	x

Reprinted from the part before: 5 compounds; new compounds follow.
SMILES	S3 lipid droplet	S3 lipid droplet cell count max
O=C(COc1ccc2ccccc2c1)N1CCN(C(=O)c2cccs2)CC1	0%	-1
O=C(NNc1ncnc2c1cnn2-c1ccccc1)c1ccco1	-2%	1
S=C(NCCc1c[nH]c2ccccc12)NC1CCCCC1	-9%	-5
CCN(CC(=O)NC(C)(C)C)C(=O)COc1c(Cl)cc(Cl)c2ccc(C)nc12	u	x
Cc1nc(N)[nH]c(=O)c1Oc1cccc(C(F)(F)F)c1	u	x
COc1ccc(NS(=O)(=O)c2cccs2)cc1S(=O)(=O)N1CCOCC1	u	x
Cc1cc(C)cc(OCc2nnc(SCC(=O)OC(C)C)o2)c1	i	22
COc1ccc(CN2C3CCCC2CC(NC(=O)Nc2ccccc2)C3)cc1 (centres undefined)	0%	2
CC(C)c1ccccc1NC(=O)CCCC(=O)O	-4%	3
CCCc1cc(=O)oc2c(C)c(OCC(=O)Nc3ccccn3)ccc12	u	x
N=C1S/C(=C\c2ccc(-c3cccc(Cl)c3)o2)C(=O)N1c1nccs1	u	x
OCC[C@@H]1C[C@@H](O)[C@H](O)[C@@]2(Cc3ccccc3O2)O1	u	x
Cc1ccc(C(=O)Oc2oc(-c3ccco3)nc2C=Nc2ccccc2)cc1	-4%	3
NC(=O)c1ccc(Cl)c2ccccc12	u	x
COc1ccc(NC(=O)c2cc(S(=O)(=O)N3CCCC3)ccc2C)cn1	u	x
Cc1ccc(C)c(-c2cc(C(=O)Nc3cccc(C(=O)O)c3)c3ccccc3n2)c1	-4%	7
CC(C)(O)CC[C@@H](O)[C@](C)(O)C1CC[C@@]2(O)C3=CC(=O)[C@]4(O)C[C@@H](O)[C@@H](O)C[C@]4(C)C3CC[C@]12C (some centres undefined)	u	x

Random excerpt: 2 records from the list
SMILES	S3 lipid droplet	S3 lipid droplet cell count max
Cc1ccc(C)c(-c2cc(C(=O)Nc3cccc(C(=O)O)c3)c3ccccc3n2)c1	-4%	7
CC(C)(O)CC[C@@H](O)[C@](C)(O)C1CC[C@@]2(O)C3=CC(=O)[C@]4(O)C[C@@H](O)[C@@H](O)C[C@]4(C)C3CC[C@]12C (some centres undefined)	u	x

Additional entries
SMILES	S3 lipid droplet	S3 lipid droplet cell count max
Cc1ccc(-c2c(C(=O)N/N=C/c3cccc(Cl)c3)nnn2-c2nonc2N)cc1	u	x
COc1ccc(Br)cc1CN(C)C(=O)c1cnc(C)cn1	u	x
CC1CC(=O)c2cnc(Nc3ccccc3)nc2C1 (centres undefined)	u	x
Nc1ccc(-c2ncc(-c3ccccc3)o2)cc1	u	x
O=C(NCC(O)c1ccc([N+](=O)[O-])cc1)Nc1ccccc1 (centres undefined)	u	x
CCOc1cc(CN2CCN(S(=O)(=O)Cc3ccccc3)CC2)ccc1OC	-15%	-5
CCCCNC(=O)c1cc2nc3c(c(C(F)(F)F)n2n1)CCc1ccccc1-3	13%	2
COc1ccc(COC(=O)Oc2ccc(CNC(C)=O)cc2OC)c([N+](=O)[O-])c1	u	x
COc1ccc(C(=O)C2CCCN(C(=O)c3cccc(N(C)C)c3)C2)cc1OC (centres undefined)	i	2
CCOC(=O)C1=C(C)NC(SCC(=O)Nc2nc(C)cs2)=C(C#N)C1c1cccs1 (centres undefined)	u	x
Cn1nnc(NC(=O)C(c2ccccc2)c2ccccc2)n1	u	x
CC(C)(C)Nc1nc(OCC#N)nc(N2CCCCC2)n1	2%	-10

Later entries
SMILES	S3 lipid droplet	S3 lipid droplet cell count max
COc1cccc(-c2nc(N3CCCCC3C)c3ccccc3n2)c1O (centres undefined)	9%	-18
N#CC1=C(N)N(c2ccccc2)C(=O)C1	u	x
Cc1occc1-c1nnc(SCC(=O)Nc2ccc(F)cc2)n1Cc1ccccc1	u	x
O=c1[nH]cnc(O)c1C(c1ccc(F)cc1)c1c(O)nc[nH]c1=O	18%	16
COc1ccc(CCNC(=O)c2cc(S(=O)(=O)N3CCOCC3)ccc2F)cc1	u	x
C=CCn1c(O)c(C2=c3ccccc3=NC2=O)sc1=Nc1ccc(O)cc1	u	x
O=C(NCc1ccccc1Cl)C1CCN(C(=O)c2ccco2)CC1	u	x
Cc1[nH]c2ccccc2c1C(=O)COC(=O)C1CCC1	-8%	-22
Cc1cccc(-c2nsc(SCC(=O)NCc3ccco3)n2)c1	12%	-10
Cc1ccc(Cc2cc(C)n[nH]c2=O)cc1	13%	12
C/C(=N/N=C1\SCC(=O)N1c1ccccc1)c1ccc(C)cc1	8%	0
Cc1c(C)n(CCN(C)C)c2ccc(C(=O)OCCN(C)C)cc12	20%	x

Molecules listed so far that contain a COOH group:
SMILES	S3 lipid droplet	S3 lipid droplet cell count max
O=C(CSc1nnnn1-c1cccc(C(=O)O)c1)NC(c1ccccc1)c1ccccc1	u	x
CC(C)c1ccccc1NC(=O)CCCC(=O)O	-4%	3
Cc1ccc(C)c(-c2cc(C(=O)Nc3cccc(C(=O)O)c3)c3ccccc3n2)c1	-4%	7

(list continues)
SMILES	S3 lipid droplet	S3 lipid droplet cell count max
CCC(=O)N(Cc1ccc(S(N)(=O)=O)cc1)C1CC(=O)N(c2ccc(OC)cc2)C1=O (centres undefined)	23%	x
O=C(Nc1ccccc1N1CCN(C(=O)c2ccc(Cl)cc2)CC1)c1cc2ccccc2o1	u	x
O=C(Nc1ncc2c(n1)CC(c1cccc(Cl)c1)CC2=O)c1ccco1 (centres undefined)	u	x
Cc1ccc(/C=N/n2c(-c3ccncc3)n[nH]c2=S)s1	10%	2
CCOc1ccc2[nH]c(=O)c(CN(Cc3ccco3)C(CC)c3nnnn3Cc3ccccc3)cc2c1 (centres undefined)	u	x
O=C(O)C#Cc1cccc2ccccc12	-24%	-4
CC(C)(C)C(=O)COC(=O)c1ccccc1O	u	x
CC(=O)Nc1ccc(NC(=O)C(C)n2c3ccccc3c3nc(=O)cc(C)n32)cc1 (centres undefined)	2%	7
COc1ccc(CN2C(=O)CNC2=S)cc1	u	x
CN(C)CCCN=C(NO)c1ccc(Cl)cc1Cl	u	x
O=C(NNC(=O)c1csc(N2CCOCC2)n1)c1cccnc1	u	x
Cc1cc2n(n1)C(c1ccccc1)CC(c1ccc(Br)cc1)=N2 (centres undefined)	3%	-16

More compounds
SMILES	S3 lipid droplet	S3 lipid droplet cell count max
CCOc1cc(C2C(C(=O)c3ccco3)=C(O)C(=O)N2CC2CCCO2)ccc1O (centres undefined)	u	x
O=C(CCCN1C(=O)c2ccccc2C1=O)OC1CSCC1NC(=O)c1ccccc1 (centres undefined)	u	x
CSc1ccccc1NC(=O)c1cc(C)on1	u	x
c1ccc(OCc2nnnn2-c2ccccc2)cc1	5%	-13
NNC(=O)CCN1CCN(C(c2ccccc2)c2ccccc2)CC1	u	x
O=C(Cc1ccccc1[N+](=O)[O-])NCCSCc1c(F)cccc1Cl	-9%	-4
O=C(CCNS(=O)(=O)c1ccc(Br)cc1)Nc1cccc(F)c1	u	x
Cc1ccccc1OCc1nnc(SCC(=O)N2CCc3ccccc32)n1C	7%	14
CC(C)C[C@@]12C(=O)N(c3cccc(Br)c3)C(=O)N1[C@H](c1ccc(Cl)cc1)[C@@H]1C(=O)N(C3CCCCC3)C(=O)[C@@H]12	21%	12
O=C(Nc1cccc(Cl)c1N1CCOCC1)c1cccnc1Cl	u	x
Cc1[nH]nc2c1C(c1cn[nH]c1-c1ccc(F)cc1)C(C#N)=C(N)O2 (centres undefined)	u	x
